# High-throughput results (PubChem)
# TRPML3 ag: agonists of human TRPML3 channel; Q8TDD5; HEK293 TRPML3-YFP, Fluo-8 calcium fluorescence; 100% = the carbachol control signal; activation, % at 3 µM; hit rate 0.29% among 220,000;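 active means activation above its plate's cutoff, the mean activation of the plate's test wells plus 3 SD, cut at about 12% in these data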;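 further: 0% = DMSO only wells and 100% = carbachol wells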
#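 Test system: TRPML3-YFP stable HEK293 cells. Doses: single point at 3 µM. Incubation: dye loading 1 h 37 °C then 30 min ambient, 125 s read. Signal: Fluo-8 calcium dye fluorescence, ex 470-495, em 515-575 nm. Measure: percent activation from peak-to-basal fluorescence ratio, scaled between DMSO and carbachol.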
# BaF3 parental: reduces parental Ba/F3 cell viability, JAK2V617F counter-screen; hit rate 1.1% among 220,000; CellTiter-Glo ATP luminescence; inhibition, % at 5.6 µM;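 active means inhibition above a per-campaign cutoff, the mean inhibition of all tested compounds plus 3 SD, cut at about 27% in these data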;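 further: 0% = DMSO wells and 100% = JAK Inhibitor I control wells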
# Wee1 degr inh: human Wee1 degradation inhibition, primary screen | HeLa Luc-Wee1K328M stability, luciferase luminescence; 100% = proteasome inhibitor MG132 effect | reporter increase, % at 5 µM | hit rate 1.2% among 220,000 | AID 1321;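 active means activation above the mean of all tested compounds plus 3 SD, set per screening run, cut at about 8.8% in these data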;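 further: cells exposed to compound for 20 h before luminescence read; 0% = DMSO alone and 100% = MG132 at 30 µM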
# Target sequence (P30291 whole entry K328M): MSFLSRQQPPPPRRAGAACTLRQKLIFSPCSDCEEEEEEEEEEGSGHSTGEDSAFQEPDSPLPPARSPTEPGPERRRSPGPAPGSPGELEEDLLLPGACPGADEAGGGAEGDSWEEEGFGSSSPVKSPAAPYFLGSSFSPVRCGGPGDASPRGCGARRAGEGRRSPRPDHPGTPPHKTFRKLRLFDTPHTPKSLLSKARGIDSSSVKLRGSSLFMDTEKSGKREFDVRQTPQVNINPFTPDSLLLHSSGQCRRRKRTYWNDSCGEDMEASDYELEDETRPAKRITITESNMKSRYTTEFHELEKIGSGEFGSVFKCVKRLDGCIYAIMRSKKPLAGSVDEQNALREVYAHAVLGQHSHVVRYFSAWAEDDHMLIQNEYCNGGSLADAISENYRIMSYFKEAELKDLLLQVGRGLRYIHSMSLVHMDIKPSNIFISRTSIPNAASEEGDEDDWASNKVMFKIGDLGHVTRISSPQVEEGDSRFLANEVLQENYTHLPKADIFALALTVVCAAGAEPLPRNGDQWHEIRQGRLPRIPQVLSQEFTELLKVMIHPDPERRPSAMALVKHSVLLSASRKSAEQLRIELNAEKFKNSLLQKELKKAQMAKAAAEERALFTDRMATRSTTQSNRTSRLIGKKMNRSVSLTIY
# PPC-1+TRAIL kill: compounds killing PPC-1 cancer cells with TRAIL present (potentiator screen, no TRAIL-free arm) | hit rate 0.41% among 220,000 | cell killing (% activity), % at 4 µM | PPC-1 cells + TRAIL, ATPLite viability luminescence;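 active means cell killing above 50% in the first pass at 4 µM, then a duplicate retest at 5 µM averaging 50% or more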;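 further: plate controls were cells with TRAIL plus DMSO for no effect and medium-only wells lacking cells for full effect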
# TNF necrop inh: blocks TNF-alpha induced death of Jurkat FADD-/- cells; Jurkat FADD-/- TNF necroptosis rescue, ATP luminescence, 24 h; 0 = TNF only, 100 = no-TNF cells; activation (protection from cell death), % at 10 µM; hit rate 0.068% among 220,000; AID 463075;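 active means activation, meaning protection from cell death, of at least 50% relative to plate controls; inactive means activation below 50%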;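 further: necroptosis triggered by 40 ng/mL TNF-alpha added together with compound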
# Ba/F3 V617F tox: loss of viability in JAK2V617F-driven Ba/F3 cells; hit rate 1.1% among 220,000; AID 1446; Ba/F3 EpoR-JAK2V617F viability, ATP luminescence; inhibition, % at 5.6 µM;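 active means inhibition above the campaign mean plus 3 SD over all tested compounds, cut at about 24% in these data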;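 further: cytokine-independent growth of Ba/F3 cells driven by EpoR plus mutant JAK2; 0% = DMSO-treated cells and 100% = JAK inhibitor I control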
# CHOP inhibitor: CHOP inhibition in unfolded protein response; CHO-K1 CHOP-promoter luciferase, tunicamycin-induced, 15-18 h; inhibition, % at 10 µM; hit rate 3.8% among 220,000; AID 2732;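 active means compounds that reduced the stress-induced luciferase reporter signal by more than about 70% of percent inhibition, limit read from the data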;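 further: 0% = tunicamycin plus vehicle and 100% = wells without tunicamycin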
# RBBP9 inh: inhibitors of human serine hydrolase RBBP9; O75884; inhibition, % at 7.94 µM; recombinant RBBP9, FP-Rh probe fluorescence polarization; hit rate 0.2% among 220,000;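 active means inhibition above the campaign mean of all tested compounds plus 3 SD, cut at about 14% in these data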;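 further: plate controls were DMSO wells with RBBP9 for no effect and wells lacking RBBP9 protein for full effect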
# Target sequence (O75884 whole entry, looked up): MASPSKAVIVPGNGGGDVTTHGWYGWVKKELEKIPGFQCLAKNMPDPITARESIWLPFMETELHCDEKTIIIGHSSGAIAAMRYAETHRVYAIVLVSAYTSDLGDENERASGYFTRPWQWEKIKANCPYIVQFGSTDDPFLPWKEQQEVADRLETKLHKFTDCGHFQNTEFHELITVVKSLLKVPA
#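 Controls: DMSO-treated enzyme wells and wells lacking RBBP9 | Material: RBBP9 protein | Technique: Fluorescence polarization | Replication: Single well per compound, no replicates | Buffer or medium: Tris-NaCl-Pluronic buffer, pH 8.0 | Timing: 30 min compound preincubation, 45 min probe labeling, 25 °C | Read-out basis: Percent inhibition from mP, scaled between DMSO and no-protein wells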
# TRPN1 ag: zebrafish TRPN1 (NompC) channel agonism; AID 1424; HEK293 zebrafish TRPN1-YFP, Fluo-8 calcium fluorescence; 100% = response to 87 µM carbachol; activation, % at 3 µM; hit rate 0.18% among 220,000;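 active means activation above its plate's cutoff, the mean activation of test wells on that plate plus 3 SD, cut at about 19% in these data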;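 further: 0% = DMSO alone and 100% = 87 µM carbachol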
#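 Assay system: Zebrafish TRPN1-YFP in HEK293 cells | Incubation: Dye loading 1 h at 37 °C, then 30 min room temperature | Measured by: Kinetic Fluo-8 fluorescence, ex 470-495, em 515-575 nm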
# * hit, by the source's call; · = no result given.
SMILES,TRPML3 ag,BaF3 parental,Wee1 degr inh,PPC-1+TRAIL kill,TNF necrop inh,Ba/F3 V617F tox,CHOP inhibitor,RBBP9 inh,TRPN1 ag
CCc1n(CC(O)COCc2ccccc2)c2ccccc2[n+]1C (centres undefined),0.8,49*,7,7,0.6,38*,40,-12,1.1
Cc1cc(C)cc(OCC(=O)Nc2ccc(CN3CCCCC3)cc2)c1,1.2,5,1,24,0.2,1,-12,5,0.2
CCOCCCN(C(=O)Nc1ccc(CC)cc1)C1CCN(C(C)=O)CC1,1.2,10,8,30,-0.4,1,-4,0,1.6
CC1CCCN(c2ccc(F)cc2N)C1 (centres undefined),-0.6,9,5,8,1.4,-1,42,1,-0.1
Nc1c(Cl)ncnc1N1CCCC1,-0.7,7,-1,0,-0.1,2,-10,5,2.5
COc1cccc(OC)c1C(=O)n1nc(C)cc1C,0.1,3,2,15,-1.0,-1,8,-6,-1.4
C=CCn1c(=NC(=O)C2COc3ccccc3O2)sc2cccc(OC)c21 (centres undefined),0.2,-2,-1,13,0.5,1,0,-2,-3.4
Cc1cc(NC(=O)c2ccc(Br)c(S(=O)(=O)N3CCCC3)c2)no1,3.2,6,-2,10,-1.0,0,11,-5,4.1
Cc1cc2nncn2c2ccccc12,0.7,1,0,24,0.5,-3,10,-4,0.2
CN(C)c1nc(NCc2ccccc2)nc(N/N=C/c2cccc(Br)c2)n1,0.7,10,-4,17,-0.4,2,21,-9,1.1
CCCCCn1c(CN2CCCCC2CC)nc2c1c(=O)n(C)c(=O)n2C (centres undefined),0.5,4,11*,-1,0.6,-3,·,-5,-0.8
CSc1ncccc1C(=O)OCC(=O)C(C)(C)C,0.4,6,8,3,0.3,1,-9,-2,-0.8
O=C(c1ccc(CNS(=O)(=O)c2cccc(Cl)c2)cc1)N1CCCC1,0.6,4,4,36,0.0,2,3,-4,-0.2
CCSc1nnc(N)s1,0.3,0,-3,19,-3.0,-5,16,0,-0.1
CN(C)c1ccc(Cl)cc1N,0.4,8,-3,-9,-1.4,-1,7,-4,0.5
CC(C)(C)[C@@H]1C=C(C(=O)N2CCOCC2)O[C@H](OCc2ccc(CO)cc2)C1,-0.2,2,4,10,0.3,-5,29,-3,0.2
CCNS(=O)(=O)c1cc(S(C)(=O)=O)ccc1Cl,1.0,2,5,37,0.9,1,20,-7,0.2
CC(=O)Nc1cccc(OCCCNS(=O)(=O)c2ccc(F)cc2)c1,0.3,1,-2,5,2.1,-2,24,-11,0.6
O=C(NCCCn1ccnc1)C(=O)NCC1OCCCN1S(=O)(=O)c1ccccc1 (centres undefined),1.2,5,2,18,1.2,-1,17,-3,0.5
Cc1ccc(-n2c(CSc3nc(C)cc(C)n3)n[nH]c2=S)cc1,-1.2,7,-4,14,0.9,7,-6,-11,-0.6
CCOc1ccc(C(=O)NC(Cc2ccccc2)C(=O)OC)cc1 (centres undefined),0.6,2,0,19,-0.2,-4,-32,-1,-0.7
COc1ccc(/C=C2\CCCC3C2=NN(C(=O)c2scnc2C)C3c2ccc(OC)cc2)cc1 (centres undefined),-0.3,4,3,-4,-8.8,2,53,-6,0.3
Cc1nc(CSc2nnc3scc(-c4ccccc4)n23)cs1,0.2,0,1,9,-0.3,-2,-2,-3,2.1
CCc1cccc(NC(=O)C2CCCC2)c1,-0.5,2,-1,10,6.3,3,31,-2,-0.2
CCCCc1cc2c(c(NC(C)=O)n1)c(=O)oc1ccccc12,0.5,2,-2,10,1.3,-4,-8,-3,1.2

# Other results follow:
SMILES,TRPML3 ag,BaF3 parental,Wee1 degr inh,PPC-1+TRAIL kill,TNF necrop inh,Ba/F3 V617F tox,CHOP inhibitor,RBBP9 inh,TRPN1 ag
COc1ccc(OC)c(N(CC(=O)NCCSc2ccccc2)S(C)(=O)=O)c1,1.1,-1,-3,-4,0.4,-3,18,4,1.5
O=[N+]([O-])c1ccc(Sc2ncc3ccccn23)nc1,0.5,3,-3,10,3.3,-4,7,-10,-0.1
COc1ccccc1C(=O)NC(=S)Nc1ccc(N2CCCC2)cc1,0.3,7,0,-9,2.9,3,14,-4,1.7
CCC(=O)N1CCCc2ccccc21,0.0,-1,-1,17,0.3,-5,-4,16*,-2.1
O=C(O)c1cccc(-n2cccc2/C=C2/NC(=O)N(c3ccc(Cl)cc3)C2=O)c1,0.6,0,-2,2,1.0,0,-26,-7,1.1
Cc1ccc(NC(=O)c2cnccn2)c(OC(F)F)c1,-0.4,7,6,-11,-0.8,2,-2,-2,-1.5
O=C(O)/C=C/C(=O)NNC(=O)c1cc(-c2ccccc2)n[nH]1,1.1,8,0,22,0.9,7,17,-7,1.6
COc1ccc(CCNC(=O)c2ccncc2)cc1OC,0.7,4,0,1,-2.0,2,-17,-13,0.3
CCc1cc(C(=O)OC)c(NC(=O)CC2SC(N)=NC2=O)s1 (centres undefined),0.3,9,3,3,-2.6,9,0,-9,0.3
CCc1nnc(SCc2ccc(OC(C)C)cc2)n1N,0.3,3,0,19,0.4,-1,-11,-5,0.3
O=C(O/N=C\c1ccc(N2CCOCC2)c([N+](=O)[O-])c1)c1ccccc1Cl,-0.7,9,1,22,-4.8,2,-2,2,-0.8
Cc1cc(C)c(NC(=O)CSc2nc(COc3ccccc3)nc3ccccc23)c(C)c1,-0.1,5,1,12,0.6,1,91*,-8,1.1
c1csc(-c2csc(-c3cccs3)n2)c1,0.3,4,1,14,-0.6,2,77*,0,0.0
CC(C)c1onc(C(=O)NCCc2ccccc2)c1[N+](=O)[O-],0.3,2,0,8,0.8,1,25,-6,-1.1
Cc1csc(SCC(=O)NCc2cccc(Cl)c2)n1,-0.9,3,-1,14,1.1,-3,4,0,-2.3
CC(C)NC(=O)N(O)C1N(Cc2ccc3c(c2)OCO3)C(=S)SC1(C)C (centres undefined),0.3,2,-1,9,-9.7,2,9,-11,0.2
N#Cc1c2c(c(-n3cnc4ccccc43)n3c1nc1ccccc13)CCC2,-0.1,9,0,34,-1.2,-1,-5,3,2.2
COC(=O)NC1(C(F)(F)F)NC(=O)N(C2CCCCC2)C1=O (centres undefined),1.1,9,-1,-7,-2.8,4,2,-7,-0.7
C[C@H](NC(=O)c1nc[nH]c1C(=O)N[C@@H](Cc1ccccc1)C(=O)OCc1ccccc1)c1ccccc1,1.0,-4,2,19,2.4,-1,-23,-22,2.5
CC(C)(C)C1CCc2onc(C(=O)Nc3cccc(O)c3)c2C1 (centres undefined),0.4,4,1,17,-3.1,-4,109*,2,-1.5
CCOc1ccccc1/C=N/OCC(=O)NCc1ccc(F)cc1,-0.7,2,-1,6,-0.7,-1,21,4,-2.1
CC(Oc1ccccc1)C(=O)Nc1cccc(-c2nc3ccccc3[nH]2)c1 (centres undefined),1.2,4,3,13,-5.0,-1,41,-28,2.1
O/N=C\c1cccn1-c1ccc(Br)cc1,-0.9,5,-3,11,-2.7,-1,18,3,-2.1
c1ccc(CCc2nn3c(-c4ccncc4)nnc3s2)cc1,-0.3,-3,-4,39,3.5,0,54,-3,1.1
O=C(Oc1ccc2c(c1)O/C(=C\c1ccncc1)C2=O)c1ccccc1,3.3,5,-1,8,2.1,-2,61,5,4.0
COc1ccc2c(=O)cc(C(=O)O)oc2c1,0.6,3,0,19,2.2,-2,-8,-5,1.2
CC1=CC(C)(C)NC(=S)N1c1ccc(C)cc1,1.5,1,0,25,-2.0,0,-5,-1,1.3
CCOC(=O)c1nnn(-c2nonc2OC)c1-c1ccccc1,-0.3,2,0,9,-0.1,-2,25,-3,-0.2
COc1ccc(NC(=S)Nc2cc(C)[nH]n2)cc1Cl,0.0,-7,0,23,3.7,3,-6,-5,0.9
COc1ccc(CC(=O)n2c(CC#N)nc3ccccc32)cc1OC,0.3,0,5,7,1.4,-5,35,5,-0.3
